Vc quorum ag = quorum light induction in luxS cqsA deficient V. cholerae; V. cholerae BH1578 lux reporter, luminescence, 6 h; activation, % at 18.7 µM; 350,000 compounds, 0.16% hits; AID 588436; in the data active = activation mostly above about 9.7%, no sharp cut-off; inconclusive = no clear call, values can overlap the other calls; inactive = mostly below about 3.7%; also: not every result past the cut was called active; inactives centre near 0; reference of the scale not given here
PfHsp40 yeast = rescue of PfHsp40-mediated yeast toxicity. S. cerevisiae expressing PfHsp40, growth rescue, ATP luminescence. growth rescue, % at 12.5 µM. 340,000 compounds, 0.68% hits. AID 504582; in the data active = growth rescue above about 28%, passing the limit was not always enough; inconclusive = no clear call, values can overlap the other calls;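 also: yeast W303a lacking pdr1 and pdr3 grown in galactose medium; growth measured after three days at 30 °C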
Y pestis TopoI = Y. pestis Topo-I inhibition via cleavage products; Y. pestis Topo-I cleavage product accumulation, plate reader; AID 504884; 360,000 compounds, 0.064% hits; activity, % at 10 µM; in the data active = activity above about 50%, passing the limit was not always enough; inconclusive = no clear call, values can overlap the other calls; also: inactives centre near 2
GDH-TPI inh = GDH-TPI coupled enzyme inhibition counter-screen; GDH-TPI coupled enzyme counterscreen, NADH absorbance; inhibition, % at 4.8 µM; 360,000 compounds, 1.2% hits; AID 588335; in the data active = inhibition above about 30%;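 also: 0% = DMSO wells and 100% = wells lacking the enzyme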
FadD28 FP inh = blocks FadD28 binding to the bisubstrate probe; fluorescence polarization; inhibition, % at 12.5 µM; 360,000 compounds, 0.22% hits; AID 588549; in the data active = inhibition above about 8.5%, passing the limit was not always enough; inconclusive = no clear call, values can overlap the other calls
TcdB inh = TcdB glycohydrolase inhibition; TcdB glycohydrolase enzymatic assay, plate reader; 350,000 compounds, 0.24% hits; inhibition, % at 9.99 µM; in the data active = inhibition above about 10%
UGM FP inh = inhibitors of M. tuberculosis UDP-galactopyranose mutase. P9WIQ1. purified UGM, fluorescence polarization probe displacement. inhibition, % at 10 µM. 320,000 compounds, 0.06% hits; in the data active = inhibition above about 10%, passing the limit was not always enough; inconclusive = no clear call, values can overlap the other calls
FBA Mtb inh = inhibits M. tuberculosis FBA enzyme; purified M. tuberculosis FBA, fluorescence read-out; inhibition, % at 1 µM; P9WQA3; 360,000 compounds, 2.3% hits; AID 588726; in the data active = inhibition above about 27%;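 also: 0% = vehicle and 100% = reference inhibitor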
Mtb BioA inh = BioA (M. tuberculosis) enzyme inhibition | purified M. tuberculosis BioA enzyme, plate reader | inhibition, % at 9.99 µM | 360,000 compounds, 0.096% hits | AID 602481; in the data active = inhibition above about 40%; inconclusive = no clear call, values can overlap the other calls
An asterisk follows results filed as active; i = inactive; ? = inconclusive; . = no result given.

Compound,UGM FP inh,FBA Mtb inh,FadD28 FP inh,Y pestis TopoI,TcdB inh,Vc quorum ag,GDH-TPI inh,Mtb BioA inh,PfHsp40 yeast
CCCC(C(=O)Nc1ccc(S(=O)(=O)Nc2ncccn2)cc1)c1ccccc1 (stereo unspecified),-1.2,3.1,-5.5,-2.9,-0.4,i,-8.9,-0.6,1.4
CCCC(=O)Nc1ccccc1NC(=O)c1ccc(OCC)c(OCC)c1,-3.9,4.1,-0.6,4.4,0.3,-1.0,0.9,.,-0.3
CC(=O)Nc1ccc(N(C(=O)Cc2cccs2)C(C(=O)NC2CCCC2)c2ccncc2)cc1 (stereo unspecified),1.9,5.8,-1.7,-2.5,2.5,i,4.5,0.1,-0.9
CCOC(=O)CN1C(=O)N[C@@H](c2ccccc2)[C@@H](C(=O)OC)[C@H]1C,1.9,-2.9,0.0,2.4,-0.2,2.8,2.5,-1.4,-0.3
CCCN(CC(=O)Nc1ccccc1C)C(=O)Cc1cccs1,-1.5,1.3,1.0,6.7,0.2,-0.4,-0.5,0.0,-0.6
O=C(CCc1nc2sc3c(c2c(=O)[nH]1)CCCC3)NCCc1ccccc1,-1.1,4.0,-2.3,10.6,0.1,-0.7,5.7,-1.5,-1.4
CCCn1c(SCC(=O)N2CCc3ccccc32)n[nH]c1=O,-2.2,-0.9,-3.5,2.9,-4.0,3.2,-10.2,-2.8,0.1
CC1=CC2=NC(=O)/C(=C\c3cccn3CCOc3ccccc3)C(=N)N2O1,0.4,-8.3,-4.9,-5.9,1.1,i,9.3,.,2.3
CCCCCCN1C[C@H](O)[C@@H](n2cc(C3CC3)nn2)C[C@@H]1c1ccc(Cl)cc1,.,0.6,-0.2,32.4,2.1,-0.4,-4.1,-0.6,.
COc1ccc(CC(=O)NCc2cn3ccsc3n2)cc1,0.2,-3.2,-0.1,-10.8,.,-0.2,-5.0,-1.6,-1.4
Cn1c(SCc2ccc(F)cc2)nnc1-c1cnccn1,-1.5,-0.8,-2.3,-1.7,-0.3,-0.2,-3.1,5.5,0.0
Cc1cccc(NC(=O)c2cnc3sccn3c2=O)c1,0.5,2.7,-2.0,4.2,5.8,.,22.6,1.8,1.3
COc1cc(NC(=S)N2CCCCC2C)cc(OC)c1OC (stereo unspecified),1.9,-1.0,0.2,3.8,1.2,-0.5,3.7,.,0.1
COc1ccc(C(C)=O)cc1CC(C(=O)c1ccc(Br)cc1)N(C)C (stereo unspecified),0.9,2.5,-1.5,4.6,.,i,16.5,.,-1.5
Cc1noc(C)c1C(=O)Nc1sc2c(c1C(N)=O)CCCCC2,-0.3,-1.0,0.0,-6.5,1.0,-0.2,6.2,.,2.2
COc1ccc(C(=O)Nc2cc(C)nn2-c2cccc(F)c2)cc1OC,-1.8,1.4,0.1,8.6,0.9,i,10.0,.,-1.1
CCOCN(C(=O)Cn1c(CO)nc2ccccc21)c1c(C)cccc1CC,-0.4,2.0,-4.4,22.2,.,-5.9,-11.4,1.9,1.0
O=C(CSc1ncnc2sc3c(c12)CCCC3)c1ccco1,-3.3,-2.1,-2.5,-3.9,.,i,13.6,-0.5,-0.4
COc1cccc(NC(=O)[C@H](Cc2ccccc2)NC(=O)[C@@H]2Cc3ccccc3CN2)c1,0.3,-2.6,5.4,7.7,0.5,i,7.7,-2.0,0.6
CCOc1ccc(CCNC(=O)C2=C(C)C(=O)OC23CCCCC3)cc1OCC,0.9,-3.3,-2.6,-2.8,1.3,-0.2,2.8,.,-0.8
CCc1noc(C)c1C(=O)N1CCN(S(=O)(=O)c2ccc(C(C)C)cc2)CC1,3.0,-0.9,-1.0,13.0,2.4,-0.4,7.4,1.2,0.7
CC(C)C[C@H](NC(=O)c1nc[nH]c1C(=O)NC(c1ccccc1)c1ccccc1)C(=O)OC(C)(C)C,4.4,-1.2,-0.9,19.2,1.3,-0.3,10.8,-0.8,0.5
CCOC(=O)c1ccc(CSC(=N)N)o1,-0.7,-2.1,-3.7,-9.1,1.8,-0.6,14.8,-2.2,-0.1
CCOc1ccc(OCCC(=O)N(CCCOC)c2c(N)n(Cc3ccccc3)c(=O)[nH]c2=O)cc1,1.9,-4.5,-0.5,4.9,6.3,-2.9,13.6,.,0.5
CSCCC(NS(=O)(=O)c1ccccc1F)C(=O)N1CC=C(c2ccccc2)CC1 (stereo unspecified),-2.8,3.6,2.0,19.8,-7.6,-5.3,-5.7,1.4,0.1
Cc1cccc(NC(=O)CS(=O)CC(=O)Nc2cnc3ccccc3c2)c1C (stereo unspecified),-0.2,2.4,.,9.0,0.9,-0.2,4.2,-0.5,-0.7
CCOc1cc(NC(=O)C2CC2)c(OCC)cc1NC(=O)c1ccccc1OCC,0.1,-6.0,-2.5,-5.8,-1.1,-0.4,3.8,-2.7,-0.7
C=CCn1c(SCc2cc(=O)n3ccsc3n2)nc2ccccc2c1=O,1.0,5.4,0.4,4.7,2.6,0.4,2.5,2.2,-1.6
O=S(=O)(c1ccccc1)N1CCN(C(c2ccccc2)c2ccc(OC(F)(F)F)cc2)CC1 (stereo unspecified),1.9,-0.3,-2.1,1.1,0.6,i,-0.7,-1.1,-0.9
Cc1cccc(C(=O)NCC(=O)OCC(=O)N2CC3(C)CC2CC(C)(C)C3)c1 (stereo unspecified),-3.0,1.8,-2.5,13.6,0.1,0.2,-6.6,.,1.0

Filtered by structure, the entries above with a furan ring, fused or not.
Compound,UGM FP inh,FBA Mtb inh,FadD28 FP inh,Y pestis TopoI,TcdB inh,Vc quorum ag,GDH-TPI inh,Mtb BioA inh,PfHsp40 yeast
O=C(CSc1ncnc2sc3c(c12)CCCC3)c1ccco1,-3.3,-2.1,-2.5,-3.9,.,i,13.6,-0.5,-0.4
CCOC(=O)c1ccc(CSC(=N)N)o1,-0.7,-2.1,-3.7,-9.1,1.8,-0.6,14.8,-2.2,-0.1

Other structures
Compound,UGM FP inh,FBA Mtb inh,FadD28 FP inh,Y pestis TopoI,TcdB inh,Vc quorum ag,GDH-TPI inh,Mtb BioA inh,PfHsp40 yeast
COc1ccc2nc(Nc3nc(CSc4nc5ccccc5[nH]4)cc(=O)[nH]3)nc(C)c2c1,-1.6,0.1,-0.8,22.8,-0.5,0.1,-1.9,-1.3,-0.7
CCOc1cc(N2CCOCC2)c(OCC)cc1NC(=O)c1ccc(OC(C)C)cc1,0.7,3.4,-0.3,3.9,1.3,1.4,2.5,.,1.0
CN(C(=O)CSc1cc(C(=O)c2nccn2C)c2ccccc2n1)c1ccccc1,3.7,-1.8,-1.1,5.3,2.8,-3.6,11.3,.,1.8
Cc1ccc(CC(=O)Nc2cccc(C#N)c2)cc1,2.6,3.7,-0.7,-4.6,.,-0.8,3.5,.,-0.5
O=C(CCCCCN1C(=O)CCC1=O)Nc1ccc2c(c1)OCO2,-1.6,1.3,-1.4,0.6,.,i,-8.7,2.1,0.1
Cc1ccc(C)c(SCC(=O)OCC(=O)NCc2ccccc2)c1,-0.6,0.0,-2.8,16.2,-0.2,i,0.0,0.1,-1.1
O=C(CCN1C(=O)/C(=C/c2ccccc2Cl)SC1=S)NNC(=O)c1ccccc1O,-1.3,0.0,0.3,-8.5,-0.1,0.6,15.3,-1.5,-0.4
O=C(NC1CCCC1)c1cccc(Cn2cc([N+](=O)[O-])cn2)c1,3.0,2.2,-1.6,-4.8,6.2,0.1,-3.6,1.6,1.0
CCOC(=O)c1c(C)n(C)c2ccc(OCC(O)CNC(CC)CO)cc12 (stereo unspecified),1.9,2.9,-2.0,8.9,.,0.1,-0.8,.,2.7
COC(=O)Cc1ccc(NC(C)=O)cc1,-1.7,-0.3,-3.9,4.3,-1.6,1.1,4.2,-1.2,-1.6
Nc1ccc(C(=O)OCC(=O)NC2CCS(=O)(=O)C2)cc1[N+](=O)[O-] (stereo unspecified),-0.7,-2.4,-2.2,-0.4,1.2,-0.5,5.1,2.0,-1.7
COc1ccccc1CNC(=O)CS(=O)Cc1nc(-c2ccccc2C)oc1C (stereo unspecified),3.7,4.2,-2.1,27.5,-0.2,-0.2,4.3,-0.8,-1.3
O=C(CNC(=O)c1cccs1)N=Nc1c(O)[nH]c2ccc([N+](=O)[O-])cc12,2.2,-2.2,-2.0,2.5,1.0,i,34.5*,5.3,-1.9
COc1cc(C2C(C#N)=C(N)Oc3cc(C)oc(=O)c32)cc(OC)c1OC (stereo unspecified),0.3,-0.4,-2.5,-3.4,0.1,i,-2.4,.,0.5
CC(=O)c1ccc(S(=O)(=O)NCc2cccnc2)cc1,1.6,-0.7,-3.5,0.7,1.5,-0.1,-6.6,5.4,-0.7
C[C@]12CC[C@@H](O)C[C@@H]1CC[C@@H]1[C@@H]2CC[C@]2(C)C(=O)[C@H](O)C[C@@H]12,.,-2.8,-3.3,15.4,.,-0.6,6.2,-1.1,.
O=c1cc(CO)oc(CN2CCN(c3cccc(C(F)(F)F)c3)CC2)c1O,-0.3,-0.6,-4.6,-5.1,.,-0.8,3.0,-0.2,?
COc1ccc(C(=O)N/C(=C\c2cn(S(=O)(=O)N(C)C)c3ccccc23)C(=O)N2CCCC2)cc1,.,1.5,0.8,32.4,0.7,0.8,-0.9,1.0,.
CCNc1ncnc2c1cnn2C1CCCO1 (stereo unspecified),.,-0.8,-2.6,-1.4,-1.0,i,-1.7,2.6,0.3
Clc1ccc(C2=NN=C3COc4ccccc4N3C2)cc1,-4.8,-0.7,0.2,6.4,-0.9,0.3,10.4,.,?
CC1CN(C(C)C)C(=S)NC1=O (stereo unspecified),.,-3.1,-3.3,9.2,1.2,.,-4.4,.,0.5
COc1cc(C2C3=C(CCCC3=O)OC3=C2C(=O)CCC3)ccc1OCC(=O)Nc1ccccc1,-1.0,6.3,-1.1,27.1,1.7,i,7.7,2.3,-0.2
O=C(CCNC(=O)c1ccc([N+](=O)[O-])cc1)NCC1COc2ccccc2O1 (stereo unspecified),.,1.2,-3.0,-10.9,1.4,-0.7,0.0,.,.
Fc1cccc(COc2ccccc2CNc2ccccc2)c1,-4.8,-2.9,1.3,13.1,.,-0.2,6.8,.,5.1
COc1ccc(NC(=O)CCCOc2ccc(C(C)=O)cc2)cc1S(=O)(=O)N1CCCCC1,.,-1.8,0.0,-0.7,-0.4,i,7.6,0.3,.
COc1ccc(C(=O)Nc2ccc3[nH]ncc3c2)cc1OC,1.7,-2.9,-0.9,-2.1,0.5,i,15.7,-0.4,-0.4

Taken from the results shown for reference:
Compound,UGM FP inh,FBA Mtb inh,FadD28 FP inh,Y pestis TopoI,TcdB inh,Vc quorum ag,GDH-TPI inh,Mtb BioA inh,PfHsp40 yeast
COc1cc(C2C3=C(CCCC3=O)OC3=C2C(=O)CCC3)ccc1OCC(=O)Nc1ccccc1,-1.0,6.3,-1.1,27.1,1.7,i,7.7,2.3,-0.2
O=C(CCNC(=O)c1ccc([N+](=O)[O-])cc1)NCC1COc2ccccc2O1 (stereo unspecified),.,1.2,-3.0,-10.9,1.4,-0.7,0.0,.,.
